Compound activity (PubChem)
Pf growth 48h: P. falciparum growth inhibition at 48 hours (one generation) | P. falciparum luciferase growth in erythrocytes, 48 h | Potency, µM (series often up to 28.7 µM), for inactives: at the highest dose activity change, negative = inhibition, hits mostly inhibitors | hit rate 5.9% among 310,000
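Firefly luciferase activity from engineered P. falciparum reports growth; inhibitors lower the luminescent signal. Cultures contained 2% hematocrit erythrocytes at 0.1% final parasitemia.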
LmPK inh: inhibitors of Leishmania mexicana pyruvate kinase; hit rate 0.37% among 290,000; AID 1721; Potency, µM (top dose mostly 57.5 µM), inactives show top-dose activity change, negative = inhibition, usual class: inhibitors; purified LmPK, Kinase-Glo ATP luminescence, 1 h
Target sequence (Q27686 whole entry, looked up): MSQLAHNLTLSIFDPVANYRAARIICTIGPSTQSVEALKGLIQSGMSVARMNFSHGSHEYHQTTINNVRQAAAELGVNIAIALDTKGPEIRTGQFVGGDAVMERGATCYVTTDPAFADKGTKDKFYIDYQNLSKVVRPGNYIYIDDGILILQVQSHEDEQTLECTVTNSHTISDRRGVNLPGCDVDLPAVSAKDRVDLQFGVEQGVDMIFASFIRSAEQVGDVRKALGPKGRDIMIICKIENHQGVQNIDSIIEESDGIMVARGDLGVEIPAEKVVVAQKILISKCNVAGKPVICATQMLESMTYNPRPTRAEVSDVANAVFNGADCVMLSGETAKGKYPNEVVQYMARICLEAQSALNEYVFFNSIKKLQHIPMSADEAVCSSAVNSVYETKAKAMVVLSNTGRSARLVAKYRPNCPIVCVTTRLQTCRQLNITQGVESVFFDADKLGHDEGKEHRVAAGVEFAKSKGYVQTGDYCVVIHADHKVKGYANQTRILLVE
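Purified LmPK (0.1 nM) converted ADP (0.1 mM) to ATP with PEP (0.5 mM) in imidazole buffer pH 7.2 with KCl and MgCl2, 1 h at room temperature. ATP was read by Kinase-Glo luminescence; data normalized to uninhibited and no-enzyme controls.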
HCV inhibitor: HCV inhibition | Huh7.5.1 HCVcc-Cre infection, luciferase reporter, 44 h | Potency, µM (top dose mostly 41.8 µM), for the others: at the highest dose activity change, negative = inhibition, usual class: inhibitors | hit rate 3.4% among 340,000 | AID 651820
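A cell-based infection assay in which seeded cells (1,000 per well) receive test compound after 4 h, are inoculated with HCVcc-Cre at approximately 0.5 moi, and are incubated 44 h before luminescence detection.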
Pf growth 96h: P. falciparum growth inhibition at 96 hours | P. falciparum luciferase reporter growth, 96 h | hit rate 6.9% among 320,000 | AID 504834 | Potency, µM (titrated, usually from 28.7 µM), inactives show top-dose activity change, negative = inhibition, usual class: inhibitors
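P. falciparum expressing integrated firefly luciferase grown in erythrocytes (2% hematocrit, 0.05% parasitemia final) with compounds for 96 hours at 37 C, 5% CO2. Growth inhibition read as loss of luminescence after adding luciferase detection reagent.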
Tb PYK inh: blocks Trypanosoma brucei pyruvate kinase; Q57TT1; hit rate 0.12% among 410,000; Potency, µM (doses to about 76.8 µM), inactives show top-dose activity, negative = inhibition, actives largely listed as inhibitors; AID 624173; TbPYK enzyme, Kinase-Glo Plus ATP luminescence, 45 min; also: nearly all actives have a fitted effect of over 50% in size
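Enzyme and substrate buffer are dispensed first and compound is pin-transferred. ADP at 130 uM final then starts the reaction, which runs 45 min at room temperature. Detection reagent is added for 10 min before luminescence is imaged.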
Sm TGR block: blocks Schistosoma mansoni thioredoxin glutathione reductase | purified TGR, DTNB reduction, TNB absorbance 405 nm | hit rate 3% among 360,000 | Q962Y6 | Potency, µM (titrated, usually from 114 µM), for the others: top-dose activity change, negative = inhibition, usual class: inhibitors; also: nearly all actives have a fitted effect of over 60% in size
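TGR 20 nM + NADPH 100 uM (dispensed conc.), cpd preinc 15 min RT; start with NADPH (500 uM addition) then DTNB (15 mM addition). Kinetic TNB absorbance, 405 nm filter. Four-parameter Hill fit across titration.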
Numbers without * were called inactive; ? = inconclusive; nt = not tested or not shown; [ ] = remark or other dose. Calls follow the shape of the dose curve; as a rule, active = well fitted curve in the direction sought with a large enough effect; inconclusive = small, poorly fitted or top-dose-only effect, or another doubt; inactive = no such curve, though single readings can be large; an effect the other way counts as inactive or inconclusive. % is scaled to controls: 0 for no effect and ±100 for the full control effect; potency is read from the fitted curve at half-maximal effect.

Start of the data: the first 10 compounds (preview)
Labels used below: A = Pf growth 48h; B = LmPK inh; C = HCV inhibitor; D = Pf growth 96h; E = Tb PYK inh; F = Sm TGR block
O=C(O)c1ccc(O)c(O)c1
  A: ?	B: 10%	C: 17%	D: 8%	E: -14%	F: -4%

O=C(O)CN1C(=O)C2C3CC(C2C1=O)C1C(c2ccccc2)c2sc(=O)[nH]c2SC31 (stereo not given)
  A: -11%	B: -8%	C: -5%	D: ?	E: -30%	F: -3%

c1ccc(SCc2nc(-c3cccnc3)no2)cc1
  A: -50%	B: -13%	C: 0%	D: 25%	E: -7%	F: -2%

O=C1Nc2ccc([N+](=O)[O-])cc2OC1CCN1CCN(c2ccccc2)CC1 (stereo not given)
  A: 7%	B: 6%	C: -1%	D: ?	E: -11%	F: -2%

Cc1cc(CNC(=O)COC(=O)c2ccc(Cl)c(N)c2)cc(C)c1O
  A: ?	B: nt	C: ?	D: ?	E: -2%	F: ?

CC1=CC(C)(C)N2C(=O)C3(NCCc4c3[nH]c3ccccc43)c3cc(C)cc1c32 (stereo not given)
  A: ?	B: 0%	C: 7.9µM*	D: ?	E: -2%	F: 1%

CCN(C(=O)c1cccc(F)c1)c1ccccc1C
  A: ?	B: 1%	C: 1%	D: nt	E: 4%	F: 2%

COC(=O)C1CC(=O)N(CCc2c[nH]c3ccccc23)C1 (stereo not given)
  A: 5%	B: -1%	C: 4%	D: nt	E: 2%	F: -5%

O=C(CN1C(=O)NC2(CCCCC2)C1=O)Nc1ccccc1Cl
  A: -1%	B: -1%	C: 17%	D: nt	E: 2%	F: 4%

CCCCOC(=O)Nc1ccc(C(C)C)cc1
  A: 246%[activator]	B: 1%	C: -21%	D: 74%[activator]	E: -5%	F: 2%

The whole of this part, repeating the preview:
Labels used below: A = Pf growth 48h; B = LmPK inh; C = HCV inhibitor; D = Pf growth 96h; E = Tb PYK inh; F = Sm TGR block
O=C(O)c1ccc(O)c(O)c1
  A: ?	B: 10%	C: 17%	D: 8%	E: -14%	F: -4%

O=C(O)CN1C(=O)C2C3CC(C2C1=O)C1C(c2ccccc2)c2sc(=O)[nH]c2SC31 (stereo not given)
  A: -11%	B: -8%	C: -5%	D: ?	E: -30%	F: -3%

c1ccc(SCc2nc(-c3cccnc3)no2)cc1
  A: -50%	B: -13%	C: 0%	D: 25%	E: -7%	F: -2%

O=C1Nc2ccc([N+](=O)[O-])cc2OC1CCN1CCN(c2ccccc2)CC1 (stereo not given)
  A: 7%	B: 6%	C: -1%	D: ?	E: -11%	F: -2%

Cc1cc(CNC(=O)COC(=O)c2ccc(Cl)c(N)c2)cc(C)c1O
  A: ?	B: nt	C: ?	D: ?	E: -2%	F: ?

CC1=CC(C)(C)N2C(=O)C3(NCCc4c3[nH]c3ccccc43)c3cc(C)cc1c32 (stereo not given)
  A: ?	B: 0%	C: 7.9µM*	D: ?	E: -2%	F: 1%

CCN(C(=O)c1cccc(F)c1)c1ccccc1C
  A: ?	B: 1%	C: 1%	D: nt	E: 4%	F: 2%

COC(=O)C1CC(=O)N(CCc2c[nH]c3ccccc23)C1 (stereo not given)
  A: 5%	B: -1%	C: 4%	D: nt	E: 2%	F: -5%

O=C(CN1C(=O)NC2(CCCCC2)C1=O)Nc1ccccc1Cl
  A: -1%	B: -1%	C: 17%	D: nt	E: 2%	F: 4%

CCCCOC(=O)Nc1ccc(C(C)C)cc1
  A: 246%[activator]	B: 1%	C: -21%	D: 74%[activator]	E: -5%	F: 2%

COc1cc(OC)cc(C(=O)Nc2nc3ccccc3[nH]2)c1
  A: ?	B: -2%	C: -19%	D: nt	E: -3%	F: -9%

Cc1ccc(Oc2nsnc2N2CCOCC2)cc1
  A: 6%	B: -2%	C: 2%	D: -1%	E: nt	F: -14%

Cc1nc(=O)c(-c2ccccc2)c(C)n1CCCO
  A: 9%	B: 5%	C: 14%	D: -6%	E: -4%	F: 0%

Cc1cc2ccccc2c(=O)n1CC(=O)NCCC1=CCCCC1
  A: 13%	B: -3%	C: 11%	D: ?	E: -11%	F: -13%

CCc1ccc(N(CC(=O)Nc2sc3c(c2C(=O)OC)CCCC3)S(C)(=O)=O)cc1
  A: -28%	B: 1%	C: ?	D: ?	E: -6%	F: 4%

The listing continues.
Labels used below: A = Pf growth 48h; B = LmPK inh; C = HCV inhibitor; D = Pf growth 96h; E = Tb PYK inh; F = Sm TGR block
Cc1c(CC(=O)O)c(=O)oc2cc3occ(-c4ccc(F)cc4)c3cc12
  A: nt	B: -1%	C: 15%	D: -2%	E: 5%	F: -27%

C[C@H](NC(=O)C1CCN(S(=O)(=O)c2ccccc2)CC1)C(=O)NCc1cccc(C(F)(F)F)c1
  A: 5%	B: 9%	C: -28%	D: ?	E: -7%	F: 4%

COc1ccccc1CNC(=O)C(C)Sc1ccc(C)cc1 (stereo not given)
  A: 2%	B: 10%	C: -2%	D: 16%	E: -1%	F: 33%

CCN(Cc1ccc(O)cc1)CC1CCCN(CCc2cccc(F)c2)C1 (stereo not given)
  A: 2.3µM*	B: 2%	C: 8.9µM*	D: 12µM*	E: 1%	F: ?

c1cnc(N2CCN(c3ncnc4c3oc3ccccc34)CC2)nc1
  A: 33%[activator]	B: 0%	C: nt	D: nt	E: nt	F: ?

CCNc1nc(NCC)n2c(SCC(=O)Nc3ccc(C)c(C)c3)nnc2n1
  A: 9.3µM*	B: nt	C: 0%	D: -33%	E: -1%	F: -1%

Nc1ccccc1Nc1ccccc1
  A: -10%	B: -6%	C: 7%	D: ?	E: -18%	F: 4%

COc1cc(O)c(C(CC(=O)N2CCOCC2)c2ccc(N(C)C)cc2)c(OC)c1 (stereo not given)
  A: ?	B: 7%	C: 12%	D: 79%[activator]	E: -2%	F: ?

CCOCC(=O)Nc1c(C(=O)Nc2ccc3c(c2)OCO3)oc2ccccc12
  A: 107%[activator]	B: 6%	C: 3%	D: 124%[activator]	E: 1%	F: 1%

O=C(CCCn1c(SCC(=O)c2ccc(F)cc2)nc2ccccc2c1=O)NCc1ccco1
  A: 1%	B: -1%	C: -17%	D: ?	E: 6%	F: 4%

O=C(NCc1ccccc1)c1cc[n+](CC(=O)c2cccs2)cc1
  A: 3%	B: -4%	C: -13%	D: 114%[activator]	E: -9%	F: 3%

O=c1cc(N2CCCCC2)c(-c2ccccc2)nn1Cc1cccc(F)c1
  A: ?	B: 3%	C: ?	D: 12µM*	E: 2%	F: 1%

CCOC(=O)C1(c2ccccc2)CCN(CC(=O)Nc2cccc3ccccc23)CC1
  A: ?	B: -2%	C: ?	D: -13%	E: 6%	F: 2%

CCc1ccc(/C=C2\SC(N3CCCC3)=NC2=O)cc1
  A: ?	B: 3%	C: -22%	D: -2%	E: -1%	F: 8%

Cc1ccc(-n2c(Cc3cccs3)nnc2SCC(=O)Nc2ccc(S(N)(=O)=O)cc2)cc1
  A: -12%	B: -1%	C: 1%	D: ?	E: -19%	F: 1%

(next part)
Labels used below: A = Pf growth 48h; B = LmPK inh; C = HCV inhibitor; D = Pf growth 96h; E = Tb PYK inh; F = Sm TGR block
CCN(CC)S(=O)(=O)c1ccc(C)c(NC(=O)COC(=O)CCC(=O)c2cccs2)c1
  A: 1%	B: nt	C: -20%	D: -10%	E: -9%	F: 1%

CN(C)/C=C/C(=O)c1cnc(-c2ccccn2)s1
  A: nt	B: -7%	C: -3%	D: 233%[activator]	E: -5%	F: -34%

CC(C)=C(NC(=O)c1ccccc1)C(=O)NCCCC(=O)O
  A: 17%	B: -3%	C: 12%	D: 10%	E: -3%	F: -1%

CCOc1ccccc1NC(=O)c1ccc(CN2CCc3ccccc3C2)cc1
  A: -7%	B: -2%	C: ?	D: ?	E: 0%	F: 1%

COc1ccccc1OCCNC(=O)c1ccc2c(c1)CCC2
  A: 88%[activator]	B: -4%	C: -15%	D: 64%[activator]	E: -1%	F: 1%

O=C1CCCCN1CCC(=O)N1CCCC(N2CCN(c3ccccc3)CC2)C1 (stereo not given)
  A: 2%	B: 6%	C: 19%	D: 44%[activator]	E: 1%	F: 3%

O=C(CCN1C(=O)/C(=C/c2ccccc2)SC1=S)Nc1cccnc1
  A: 42%[activator]	B: -1%	C: -5%	D: 32%[activator]	E: -6%	F: -3%

Rows are unselected. Share with any hit: about 16%.
